High-throughput results as filed in PubChem.
esBAF inh – Bmi1 luciferase reporter increase in mESCs, primary screen, esBAF inhibitor project, mouse ES cells, Bmi1 luciferase knock-in, single point. 2% of 350,000 active. 24 h; 100% = twice the neutral-well signal. AID 602393, 2012. reporter increase, % at 12.5 µM; in the data active means activation above about 40%;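 further: 0% = median of the plate's neutral control wells and 100% = double that signal; a rise in the Bmi1 reporter signal indicates esBAF inhibition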
F508del corr – F508del CFTR correction, initial screen, CFBE line, single point; CFBE cells, YFP halide quenching; stimulated with forskolin plus potentiator P3; % fluorescence drop versus neutral controls; activity (quench increase), % at 7.58 µM; 0.36% of 350,000 active;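 active means mean added fluorescence quench of at least 8% versus neutral control, with both replicates also reaching 8%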;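 further: cells transiently co-express mutant CFTR-F508del with the halide-sensitive YFP; corrector assay measuring rescue of mutant channel to the surface after 24 h compound exposure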
RAD52 anneal inh – RAD52 DNA annealing inhibitors, primary screen, biochemical, FRET, single point, set 2. recombinant RAD52 DNA annealing, FRET fluorescence. inhibition, % at 18.7 µM. 0.46% of 360,000 active. AID 651710, 2012;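 active means every replicate showing at least 50% inhibition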
XiGFP reactiv – activators of inactive X chromosome reactivation, primary screen, imaging, XiGFP fibroblasts, GFP high-content imaging, set 2 | activation, % at 7.58 µM | 0.055% of 360,000 active | XiGFP mouse fibroblasts, % GFP-positive cells imaging, 3 d; cells co-treated with 5-aza-dC sensitizer; scaled so ellipticine positive control = 100%;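 active means mean normalized replicate activation at least 10% and every replicate at or above 10%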;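 further: 0% = median of on-plate neutral control wells and 100% = ellipticine 6 µM median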
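Schedule: 3 d treatment, 15 min room-temperature fixation; system: 68-5-11 XiGFP fibroblast line; buffer or medium: DMEM plus 5-aza-dC sensitizer; control set: ellipticine 6 µM positive control; compound: one concentration, pinned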
ERAP1 HTS inh – human ERAP1 aminopeptidase inhibitors, primary screen, biochemical, single point, plate reader; inhibition, % at 10.7 µM; 0.15% of 340,000 active; recombinant ERAP1, Leu-AMC fluorescence, 60 min; Endoplasmic reticulum aminopeptidase 1 (Homo sapiens), Q9NZ08;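 active means mean replicate inhibition of at least 30%, or all replicates individually reaching that 30% level; inactive means mean below 30% and not every replicate reaching it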;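 further: 0% = neutral control wells and 100% = L-leucinethiol positive control wells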
ARNT-TACC3 inh – disruptors of ARNT/TACC3 protein interaction, primary screen, biochemical, AlphaScreen, single concentration. AID 623870, 2012. 0.66% of 390,000 active. inhibition, % at 9.99 µM. AlphaScreen His-ARNT PAS-B/GST-TACC3 binding, luminescence; TACC3 fragment carries E629A point mutation;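 active means mean inhibition of replicates at least 50% and at least half of replicates each reaching 50%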;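 further: 0% = complete ARNT plus TACC3 wells and 100% = ARNT alone without TACC3; many hits fall short of the cut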
RAD54 inh – inhibitors of human RAD54 branch migration, primary screen, biochemical, fluorescence, single point. DNA repair and recombination protein RAD54-like (Homo sapiens), Q92698. RAD54 Holliday junction branch migration, FAM/BHQ fluorescence. inhibition, % at 10.4 µM. 0.14% of 360,000 active;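 active means mean normalized replicate activity at least 40 and at least half of replicates scoring 40 or more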;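 further: 0% = median of neutral control wells and 100% = median of positive control wells; inhibitors cause a drop in the FAM fluorescence signal; in these data hits start at about 50%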
Target sequence (Q92698 whole entry, looked up): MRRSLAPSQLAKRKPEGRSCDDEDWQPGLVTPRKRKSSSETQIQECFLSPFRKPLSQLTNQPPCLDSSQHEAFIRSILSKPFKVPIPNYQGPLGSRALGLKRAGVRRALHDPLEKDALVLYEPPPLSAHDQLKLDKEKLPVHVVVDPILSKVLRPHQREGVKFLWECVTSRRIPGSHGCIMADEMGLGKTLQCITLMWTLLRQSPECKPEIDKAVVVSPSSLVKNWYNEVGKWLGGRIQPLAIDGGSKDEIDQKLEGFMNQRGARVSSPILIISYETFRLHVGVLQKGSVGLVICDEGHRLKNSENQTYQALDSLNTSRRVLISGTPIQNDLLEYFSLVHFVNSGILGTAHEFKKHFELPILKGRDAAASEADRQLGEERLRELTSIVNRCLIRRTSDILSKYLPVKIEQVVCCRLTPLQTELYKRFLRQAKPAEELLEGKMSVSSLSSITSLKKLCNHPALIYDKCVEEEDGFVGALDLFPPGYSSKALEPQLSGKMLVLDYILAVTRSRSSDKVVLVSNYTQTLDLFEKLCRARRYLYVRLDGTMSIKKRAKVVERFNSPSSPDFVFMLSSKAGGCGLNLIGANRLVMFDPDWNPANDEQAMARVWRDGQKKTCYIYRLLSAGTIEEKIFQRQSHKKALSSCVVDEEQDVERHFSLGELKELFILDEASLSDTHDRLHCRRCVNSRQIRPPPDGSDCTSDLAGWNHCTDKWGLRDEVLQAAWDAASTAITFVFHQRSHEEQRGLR
GSIS activator – GLuc luminescence reporter in INS-1E cells, primary screen for activators of glucose-dependent secretion of insulin | INS-1E GLuc reporter insulin secretion, 2-3 h | activation, % at 16.6 µM | 0.61% of 370,000 active;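 active means lowest replicate activation of at least 40%, so every replicate reaches that level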;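 further: 0% = median of neutral control wells and 100% = median of IBMX positive control wells; some compounds called inactive have numbers as strong as hits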
* hit, by the source's call; / = not tested or not shown; & = joins results of further samples.

SMILES	esBAF inh	F508del corr	RAD52 anneal inh	XiGFP reactiv	ERAP1 HTS inh	ARNT-TACC3 inh	RAD54 inh	GSIS activator
C[C@@H]1CN([C@@H](C)CO)C(=O)c2cc(NC(=O)Nc3ccc(C(F)(F)F)cc3)ccc2O[C@H]1CN(C)C(=O)Nc1ccc2c(c1)OCO2	32	-2.4	18	-0.3	2	15	-1	4
COc1ccc(NC(=O)Nc2ccc3c(c2)C(=O)N([C@@H](C)CO)C[C@@H](C)[C@@H](CN(C)C(=O)c2ccccc2)OCCCC[C@H](C)O3)cc1	-5	-1.2	-2	0.0	-2	-1	5	1
CCN(C(=O)COC(=O)CNC(=O)c1ccc2ccccc2c1)c1c(N)n(Cc2ccccc2)c(=O)[nH]c1=O	0	-1.4	-15	0.0	-2	/	16	1
CO[C@@H]1CN(C)C(=O)c2cc(NC(=O)c3nc4ccccc4s3)ccc2OC[C@@H](C)N(Cc2ccncc2)C[C@H]1C	21	-0.2	11	0.1	1	8	2	-32
Cc1cc(Cl)ccc1NC(=O)CCC(=O)O	-11	/	-3	0.0	-4	0	-10	11
Cc1ccc2nc3c(cc(C(=O)NCc4ccco4)c(=N)n3C3CCCC3)c(=O)n2c1	/	3.9	-77	0.2	-90	-1	17	15
CCCC(=O)Nc1nnc(CCOC)s1	/	0.4	6	0.0	-2	1	-7	4
CCCN1CCN(S(=O)(=O)c2ccc3c(c2)OCCO3)CC1	/	-0.1	-14	0.3	2	30	/	-6
O=c1c2ccccc2c(/C=N/c2ncn[nH]2)c(O)n1Cc1ccccc1	/	4.0	-16	-0.1	1	12&9	/	4
CC(c1ccccc1)N1CC(C(=O)Nc2nccs2)CC1=O (stereo not given)	-1	1.4	-19	0.0	-2	-3	-6	4

Whole records as entered above.
Cc1cc(Cl)ccc1NC(=O)CCC(=O)O is listed with esBAF inh: -11; F508del corr: /; RAD52 anneal inh: -3; XiGFP reactiv: 0.0; ERAP1 HTS inh: -4; ARNT-TACC3 inh: 0; RAD54 inh: -10; GSIS activator: 11
C[C@@H]1CN([C@@H](C)CO)C(=O)c2cc(NC(=O)Nc3ccc(C(F)(F)F)cc3)ccc2O[C@H]1CN(C)C(=O)Nc1ccc2c(c1)OCO2 is listed with esBAF inh: 32; F508del corr: -2.4; RAD52 anneal inh: 18; XiGFP reactiv: -0.3; ERAP1 HTS inh: 2; ARNT-TACC3 inh: 15; RAD54 inh: -1; GSIS activator: 4

Next section
SMILES	esBAF inh	F508del corr	RAD52 anneal inh	XiGFP reactiv	ERAP1 HTS inh	ARNT-TACC3 inh	RAD54 inh	GSIS activator
O=C(CCC(=O)NCCCc1ccccc1)NCCCc1ccccc1	7	/	-12	-0.1	0	-1	/	-10
COCC(=O)N1CCC(n2nccc2NC(=O)CCOc2ccccc2)CC1	7	-0.6	-2	0.0	-3	-2	2	-7
Cc1nc(-c2ccc(F)cc2)c(CC(=O)NCC(=O)Nc2ccc(F)c(F)c2)s1	-1	0.1	-22	0.0	2	-2	-6	-26
Cc1ccc(C)c(C(=O)Cn2c(NCCO)nc3ccccc32)c1	0	1.0	-5	0.2	-8	-6	-8	48
COCOCCn1cc(CN2CCS(=O)(=O)N(Cc3ccc(-c4ccc(Cl)nc4)cc3)C(C)C2=O)nn1 (stereo not given)	0	1.8	3	0.0	/	/	-5	15
CC(C)CNC(=O)COc1ncnc2sccc12	/	-0.3	-15	0.0	0	-7	/	12
O=C(COC(=O)/C=C/c1cccc(Br)c1)Nc1cccc(S(=O)(=O)NC2=NCCC2)c1	-4	1.8	-3	0.2	-3	2	8	-4
CC/C(=C(/c1ccccc1)c1ccc(OCC[N+](C)(C)C)cc1)c1ccccc1	-2	3.4	45	-0.1	3	5	/	0
COC(=O)c1ccc(COc2ccc(F)cc2)o1	21	1.4	-8	0.2	-7	-9	-21	2
CCn1c(C)nc2cc(C(=O)N/N=C/c3ccc(O)c(O)c3O)ccc21	/	/	6	0.0	3	/	/	7
CC(=O)Nc1cc2nc(C)n(Cc3ccccc3[N+](=O)[O-])c2nc1C	-8	-1.7	6	0.3	-5	-16	6	-5
COc1ccccc1N1CCN(C2CCCN(C(=O)c3ccsc3)C2)CC1 (stereo not given)	1	-0.1	-15	0.1	2	-40	12	-5
N#C[C@@H]1[C@H](c2ccc(C3=CCCC3)cc2)[C@@H](CO)N1C(=O)c1ccccn1	1	-0.2	-21	0.2	1	-9	2	-3
CCCCCCN1CCN(C2CN(Cc3ccccc3)S(=O)(=O)C2)CC1 (stereo not given)	-5	0.2	-4	0.4	8	/	5	-10
CCCCCC(=O)N1C[C@H](n2cc(COC(=O)c3ccccc3)nn2)[C@@H](O)C[C@@H]1c1ccc(OC)cc1	-9	1.2	-1	-0.1	2	/	-9	-12
COc1cccc(-c2cccc(-c3nc(C(=O)NCCCN4CCOCC4)cc4c3[C@@H](CCO)N(S(=O)C(C)(C)C)C4)c2)c1 (stereo not given in full)	0	-2.3	1	0.0	1	9	10	5
CCN1CCN(C(=O)Cn2ncc3c([nH]c4ccccc43)c2=O)CC1	-1	-0.3	-3	0.0	3	5	-1	8
CCCc1cn(CC[C@@H]2CC[C@H](NC(=O)Nc3ccccc3F)[C@H](CO)O2)nn1	-8	2.1	0	0.0	0	-10	4	5
O=C(COC(=O)c1cc(=O)[nH]c2ccccc12)NC(=O)c1ccccc1	-4	-3.3	1	-0.1	0	2	-7	-1
CCCCNC(=O)C1(C)CCN1C(=O)c1sccc1C (stereo not given)	4	-1.0	-41	0.0	-1	/	2	-6

Copied from the list.
For RAD52 anneal inh, CC(=O)Nc1cc2nc(C)n(Cc3ccccc3[N+](=O)[O-])c2nc1C has 6
For esBAF inh, CCCCCC(=O)N1C[C@H](n2cc(COC(=O)c3ccccc3)nn2)[C@@H](O)C[C@@H]1c1ccc(OC)cc1 has -9
For RAD54 inh, COc1ccccc1N1CCN(C2CCCN(C(=O)c3ccsc3)C2)CC1 (stereo not given) has 12
For ARNT-TACC3 inh, CCN1CCN(C(=O)Cn2ncc3c([nH]c4ccccc43)c2=O)CC1 has 5

More results.
SMILES	esBAF inh	F508del corr	RAD52 anneal inh	XiGFP reactiv	ERAP1 HTS inh	ARNT-TACC3 inh	RAD54 inh	GSIS activator
CC(C)c1cccc(C(C)C)c1NC(=O)c1ccc(-c2cc(Cl)ccc2Cl)o1	1	2.4	-17	0.3	-1	/	7	3
CC(=O)Nc1ccc(S(=O)(=O)Nc2ccc(C(=O)NCC(=O)O)cc2)cc1	5	0.1	-12	0.0	5	2	-7	23
Cc1ccc(CSc2nnc3c(n2)OC2(Nc4ccccc4-3)C(=O)Nc3ccc(F)cc32)cc1 (stereo not given)	1	-1.3	-10	/	1	-5	-7	16
CCN(CCOC(=O)Nc1ccc(Cl)cc1)C(=O)Nc1ccc(Cl)cc1	/	2.3	-12	0.2	3	/	/	-46
Cc1nn2c(NCCN(C)C)c3c(nc2c1-c1ccccc1)CCC3	/	-2.9	1	-0.1	-5	2	19	/
CC(C)CC(NC(=O)/C(=C/c1ccco1)NC(=O)c1ccc(Br)o1)C(=O)O (stereo not given)	-6	-3.7	-74	-0.1	1	-8	-1	5
CC(C)NC(=O)N1C[C@H]2[C@@H](c3ccccc31)[C@H](CO)N2Cc1ccccc1	1	0.6	-10	0.0	0	-1	-2	9
CCCC(C(=O)Nc1cc(S(=O)(=O)N2CCOCC2)ccc1OC)c1ccccc1 (stereo not given)	/	2.4	-1	0.1	-3	5	7	-6
COc1ccc(-c2noc(C3CCCN(C(=O)c4ccc(F)cc4)C3)n2)cc1 (stereo not given)	-2	-2.4	-2	0.0	-2	1	-2	-23
CCN(C(=O)CN1CCCCC1C)c1c(N)n(Cc2ccccc2)c(=O)[nH]c1=O (stereo not given)	-5	0.7	-47	-0.5	-1	9	-22	26
COc1ccc(C(=O)OCC(=O)Nc2cc(C)on2)cc1F	1	0.1	-19	0.2	-1	/	-3	12
CN(c1ccccc1)S(=O)(=O)c1ccc(Cl)c(C(=O)Nc2ccncc2)c1	-8	-1.4	2	-0.1	-1	-2	1	/
COc1ccc2c(c1)OC(O)(C(F)(F)C(F)F)CC2=O (stereo not given)	5	0.6	-17	/	-1	-3	-3	-21
Cc1ccccc1NC(=S)NC(=O)/C=C/c1ccco1	-8	0.1	-47	0.0	-1	/	-9	-13
Cc1cccc(N/C(=N/S(=O)(=O)c2ccccc2)c2ccccc2)n1	3	0.6	3	-0.1	0	-7	9	19
Cc1ccc(NC(=O)CSc2cn[nH]n2)cc1	-2	0.6	-6	0.3	0	-1	4	3
C[C@@H]1CCCCO[C@@H](CN(C)S(=O)(=O)c2cn(C)cn2)[C@@H](C)CN([C@@H](C)CO)C(=O)c2cc(NC(=O)Nc3ccc(F)cc3)ccc2O1	-2	-2.6	12	-0.2	2	-2	-6	10
CCN(CC)C(=O)c1cccc(-c2csc(C(C)(O)c3cccc(OC)c3)n2)c1 (stereo not given)	0	-3.5	-3	0.3	-1	/	-5	-17
CCn1c(C)nnc1SCC(=O)Nc1ccccc1Cl	-6	-3.0	5	0.0	-4	-9	-4	-4
O=C(/C=C/c1ccccc1)Nc1cccc(C(=O)NCCCc2ccccc2)c1	43*	3.4	-5	0.0	0	-1	8	-13
O=C(Cn1cc(COc2c(Br)cc(F)cc2Br)nn1)c1ccc(O)cc1	1	-0.1	-9	0.1	1	0	-5	-51
CCOc1ccc(S(=O)(=O)NCCC(=O)NCC2COc3ccccc3O2)cc1 (stereo not given)	0	1.6	-8	0.2	3	-4	-9	-31
C[C@H]1CN([C@@H](C)CO)C(=O)c2cc(NS(=O)(=O)c3cn(C)cn3)ccc2O[C@@H]1CN(C)S(=O)(=O)c1cn(C)cn1	-3	-3.2	/	-0.2	/	/	/	-3
O=C(Nc1ccccc1)C1=C[C@@H](c2coc3ccccc3c2=O)C[C@@H](OCCCCO)O1	-3	1.7	-74	-0.3	/	-5	0	-3
Cc1ccc(Cl)cc1N1CCN(S(=O)(=O)c2ccc3[nH]c(=O)ccc3c2)CC1	-1	0.3	-15	0.0	8	-5	14	18
CCN(c1ccccc1)S(=O)(=O)c1ccc(OC)c(NC(=O)c2c(C)noc2C)c1	-3	-1.5	-5	0.7	0	/	-7	-3
CC1Cc2ccccc2N1S(=O)(=O)c1cccc(C(=O)NCC(c2ccco2)N2CCCC2)c1 (stereo not given)	-4	0.1	-7	0.4	-8	1	13	-6
COCC#Cc1cnc2c(c1)C(=O)N([C@H](C)CO)C[C@@H](C)[C@H](CN(C)S(=O)(=O)c1cccc(OC)c1)O2	-2	-0.2	-3	0.8	-1	-10	1	12
CCCn1c(SCC(=O)NC2CCC(C)CC2)n[nH]c1=O (stereo not given)	-7	0.2	-1	0.4	-5	/	-5	8
CC(C)NC(=O)N(C)C[C@H]1OCCCC[C@H](C)Oc2ccc(NS(=O)(=O)c3ccc(Cl)cc3)cc2C(=O)N([C@H](C)CO)C[C@@H]1C	2	1.7	16	-0.2	1	-1	-8	-17
CC1=C(C(=O)OC(C)(C)C)C(c2cccs2)NC(=O)N1 (stereo not given)	0	/	-8	-0.1	-6	-4	0	/
Cc1ccc(OC(C)C(=O)Nc2ccc(Cl)cn2)c([N+](=O)[O-])n1 (stereo not given)	14	2.1	-8	0.1	4	6	-1	24
